# Screening results as filed in PubChem.
# MazF activator = MazEF (E. coli) toxin RNase activation; P0AE70; FAM/BHQ RNA-DNA oligo cleavage fluorescence, 5 h; activation, % at 20 µM; 0.32% of 350,000 active; AID 504720; in the data active = activation above about 50%
# Target sequence (P0AE70 whole entry, looked up): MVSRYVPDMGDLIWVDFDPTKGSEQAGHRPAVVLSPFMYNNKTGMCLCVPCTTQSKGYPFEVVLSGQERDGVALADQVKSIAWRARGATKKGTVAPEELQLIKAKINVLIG
# BoNT A protease = blocks Botulinum neurotoxin A light chain protease; multiplex microsphere protease substrate cleavage, flow cytometry; inhibition, % at 10 µM; 0.17% of 360,000 active; AID 588499; also: plate controls were buffer without enzyme for full effect and enzyme alone for no effect
# Anthrax LF inh2 = blocks Bacillus anthracis lethal factor protease; inhibition, % at 10 µM; 0.12% of 360,000 active; multiplex microsphere protease cleavage assay, LF; P15917; also: plate controls were buffer without enzyme for full effect and enzyme alone for no effect
# Target sequence (P15917 whole entry, looked up): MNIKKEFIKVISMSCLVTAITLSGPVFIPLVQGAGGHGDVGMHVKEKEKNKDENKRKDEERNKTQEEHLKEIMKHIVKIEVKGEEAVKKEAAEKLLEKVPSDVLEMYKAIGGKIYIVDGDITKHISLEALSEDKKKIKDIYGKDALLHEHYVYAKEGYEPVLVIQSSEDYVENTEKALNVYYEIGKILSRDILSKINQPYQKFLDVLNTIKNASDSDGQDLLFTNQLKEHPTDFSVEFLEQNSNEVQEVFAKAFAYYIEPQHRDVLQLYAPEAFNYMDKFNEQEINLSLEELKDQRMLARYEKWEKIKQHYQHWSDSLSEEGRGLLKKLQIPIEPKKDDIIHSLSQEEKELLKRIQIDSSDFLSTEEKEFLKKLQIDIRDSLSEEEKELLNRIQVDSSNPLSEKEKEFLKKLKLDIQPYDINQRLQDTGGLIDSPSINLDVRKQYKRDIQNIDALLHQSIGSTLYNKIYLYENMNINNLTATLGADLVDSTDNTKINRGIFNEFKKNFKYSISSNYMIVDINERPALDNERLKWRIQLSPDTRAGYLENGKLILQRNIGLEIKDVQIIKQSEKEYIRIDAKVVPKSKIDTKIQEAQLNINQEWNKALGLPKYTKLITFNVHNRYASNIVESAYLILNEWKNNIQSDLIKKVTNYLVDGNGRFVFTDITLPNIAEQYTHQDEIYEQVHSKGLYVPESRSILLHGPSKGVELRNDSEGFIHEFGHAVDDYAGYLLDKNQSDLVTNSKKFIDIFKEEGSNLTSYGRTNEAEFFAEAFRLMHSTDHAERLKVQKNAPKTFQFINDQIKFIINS
# DUSP3 inh = DUSP3 (human) phosphatase inhibition. 0.52% of 290,000 active. P51452. inhibition, % at 13.3 µM. AID 1654. recombinant VHR phosphatase, pNPP absorbance; in the data active = inhibition above about 50%; also: some compounds called inactive have numbers as strong as hits
# Target sequence (P51452 whole entry, looked up): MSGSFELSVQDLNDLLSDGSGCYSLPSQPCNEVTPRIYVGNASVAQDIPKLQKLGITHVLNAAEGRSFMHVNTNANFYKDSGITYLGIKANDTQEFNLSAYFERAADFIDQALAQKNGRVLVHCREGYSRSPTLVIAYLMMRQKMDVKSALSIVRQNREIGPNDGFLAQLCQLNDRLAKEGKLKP
# CCHF vOTU inh = blocks the CCHF virus ovarian tumor domain protease; CCHFV vOTU protease, Pep-AMC fluorescence; inhibition, % at 11.5 µM; 0.55% of 370,000 active; in the data active = inhibition above about 30%; also: 0% = vehicle wells with enzyme and 100% = no enzyme wells
# Rv3671c inh = Rv3671c (M. tuberculosis) protease inhibition; P9WHR9; inhibition, % at 5.96 µM; 0.048% of 320,000 active; AID 2606; in the data active = inhibition above about 38%;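 also: extracellular domain of Rv3671c used as enzyme; 0% = enzyme with DMSO and 100% = no enzyme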
# PrPC TRFRET = cell surface PrPC inhibition, primary TR-FRET screen. TR-FRET read-out. inhibition, % at 13.8 µM. 0.43% of 370,000 active. AID 720596; in the data active = inhibition above about 24%; also: 0% = median of the test wells and 100% = reference compound wells
# SARS 3CLpro inh = SARS-CoV 3CLpro protease inhibition; inhibition, % at 6 µM; AID 1706; recombinant SARS-CoV 3CLpro, quenched FRET peptide cleavage; P0C6X7; 0.14% of 290,000 active; in the data active = inhibition above about 12%
# BoNT F protease = inhibitors of Botulinum neurotoxin F light chain protease; Multiplex microsphere protease cleavage assay, flow cytometry; inhibition, % at 10 µM; 0.22% of 360,000 active; in the data active = inhibition above about 35%, passing the limit was not always enough; inconclusive = no clear call, values can overlap the other calls; also: plate controls were buffer without enzyme for full effect and enzyme alone for no effect
# PriA SSB inh = inhibitors of Klebsiella pneumoniae PriA binding to SSB C-terminal tail | 0.6% of 430,000 active | AID 1272365 | AlphaScreen SSBct-PriA binding, biotinylated peptide | inhibition, % at 33 µM; in the data active = inhibition mostly above about 37%, no sharp cut-off; inactive = mostly below about 20%;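 also: plate controls were negative control peptide for no effect and reference peptide for full effect; strong numbers were not always called active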
# * marks the source's active call; other numbers are inactive results; i = inactive; u = inconclusive; x = not tested or not shown; & = joins results of further samples. Rule as the data show it, unless noted: active = inhibition above about 30%; inconclusive = no clear call, values can overlap the other calls; inactive = below that. This is a subset; count on the stated rates, not on these rows.
SMILES,MazF activator,BoNT A protease,Anthrax LF inh2,DUSP3 inh,CCHF vOTU inh,Rv3671c inh,PrPC TRFRET,SARS 3CLpro inh,BoNT F protease,PriA SSB inh
Cc1ccccc1CSCC(Nc1ccc(C(=O)O)cc1[N+](=O)[O-])C(=O)O (centres undefined),-4.9,0.0,-1.4,22.9,-0.8,-1.2,-17.5,-0.6,-3.3,-0.9
Cc1cc(C(=O)Nc2c(F)c(F)c(F)c(F)c2F)n(-c2ccccc2)n1,0.4,-0.2,-0.1,4.2,-4.0,-4.3,4.1,1.5,-0.8,-11.4
CCCCc1nc(C(N)=O)c2[nH]c(=O)n(-c3ccccc3F)c2n1,2.3,0.2,0.1,10.8,x,-1.4,x,-4.0,-1.5,-5.0
CCCn1c(SCC(=O)c2cc(C)ccc2C)n[nH]c1=O,-7.7,-0.7,0.6,4.7,-4.3,5.7,0.6,0.2,-16.0,-3.9
CCC1CCC(N2CCN(c3cccc(OC)c3)CC2)CC1 (centres undefined),3.4,-0.4,-1.8,-11.6,-8.1,x,0.5,0.6,u,-5.0
Cc1ccc(N2CN(Cc3ccco3)CNC2=S)cc1,2.2,-0.9,1.4,12.4,-1.0,-2.6,-2.4,3.4,-6.1,-19.6
S=C(Nc1ccccc1)Nc1ccc2ccccc2c1,3.3,-0.6,-3.9,x,-0.6,x,5.7,x,-7.8,0.3
CCC(C(=O)O/N=C(\N)c1ccccc1)c1ccccc1 (centres undefined),1.8,0.2,-4.0,24.3,6.6,0.1,2.4,-2.1,-2.6,i
Cc1onc(-c2ccccc2)c1C(=O)OCc1nnc(-c2ccc([N+](=O)[O-])cc2)o1,1.1,0.7,-0.3,x,3.0,-5.2,-32.4,x,6.4,19.9
CN1CCN(CCc2nc3cc(NC(=O)c4ccco4)ccc3n2C)CC1,-1.5,x,x,12.8,5.5,-3.6,1.3,2.4,x,-4.3
Cn1c(=O)c2c(SCc3cccnc3)nc(C3CC3)nc2n(C)c1=O,6.3,0.0,-10.9,33.5,-2.7,-1.5,5.0,1.0,-2.6,-5.9
CCOC(=O)C1CCCCN1Cc1ccc(OC)c(OC)c1OC (centres undefined),-3.0,u,0.6,45.9,-3.7,1.6,-3.2,-2.5,1.6,-5.7
O=C(c1ccc(CS(=O)(=O)c2ccccc2)o1)N1CCC2(CC1)OCCO2,5.9,1.1,-13.7,-19.2,1.2,1.4,2.7,4.2,2.9,-6.1
O=C(NC1CCN(C(=O)Nc2cccc(Cl)c2)CC1)c1ccccc1,-0.6,-0.9,-0.9,-11.4,6.2,10.2,3.0,1.9,-4.2,-0.6
Cc1cccc(C)c1-n1nnnc1C(c1ccccc1OC(F)(F)F)N1CCN(C/C=C/c2ccccc2)CC1 (centres undefined),x,0.5,-4.2,x,27.6,x,0.7,x,-4.6,x
O=C(Nc1ccccc1C(=O)O)c1ccccc1,4.7,-0.5,-0.7,3.0,0.4,-24.5,-5.3,-6.5,-9.5,1.6
CCOC(=O)C1=C(N)n2c(s/c(=C\c3ccncc3)c2=O)=C(C(=O)OCC)C1c1ccncc1 (centres undefined),16.7,-1.9,-7.6,65.8,-3.8,-3.4,2.9,0.3,-6.8,x
N#Cc1cccc(NC(=O)CC2CCCC2)c1,5.7,1.0,-6.9,-25.5,-8.7,13.9,-4.7,4.6,-5.2,-1.5
COc1ccc(OC)c(-c2csc(N(CC3CCCO3)C(=O)C3CCCCC3)n2)c1 (centres undefined),-5.3,-0.3,-3.0,12.2,-0.5,-7.5,0.5,4.4,-1.5,-4.0
Fc1cccc(CCN2C(=S)NC[C@@H]2Cc2ccccc2)c1,3.4,-0.5,11.5,-0.5,8.9,0.4,-5.7,-0.1,1.9,-0.5
CCCCNS(=O)(=O)c1ccc(S(=O)(=O)N2CCC3(CC2)OCCO3)cc1,-3.1,-0.8,-1.7,4.3,-1.5,-53.4,0.2,-0.7,-8.2,-12.8
COc1ccc(Cl)cc1NC(=O)CN(C)C(=O)Cn1[nH]c(=O)c2ccccc2c1=O,6.4,-0.5,-6.3,x,5.3,-10.2,-1.0,x,4.5,-3.9
CC(OC(=O)c1ccc([N+](=O)[O-])o1)C(=O)Nc1nc(-c2ccc(F)c(F)c2)cs1 (centres undefined),8.5,-0.5,-0.5,x,19.7,x,-20.1,x,0.1,1.9
Cc1ccc(OCC(=O)NCc2ccco2)c([N+](=O)[O-])n1,-4.5,-0.6,-2.6,2.0,-10.0,8.1,-12.3,-1.6,-4.0,5.0
O=C(CN1CCc2ccccc2C1)Nc1cc(S(=O)(=O)N2CCOCC2)ccc1N1CCCC1,-0.6,2.2,-3.5,8.5,-14.8,-9.8,-5.5,-5.0,-15.9,9.6

# (continued)
SMILES,MazF activator,BoNT A protease,Anthrax LF inh2,DUSP3 inh,CCHF vOTU inh,Rv3671c inh,PrPC TRFRET,SARS 3CLpro inh,BoNT F protease,PriA SSB inh
COc1ccccc1N1CCN(C(=O)c2ccccc2SCC(=O)N2CCCC2)CC1,4.1,6.5,7.9,x,-6.9,x,0.7,x,9.8,-6.4
COc1cc(/C=C/C(=O)OCC(=O)N2CC3(C)CC2CC(C)(C)C3)ccc1O (centres undefined),-0.4,-0.3,0.9,-0.9,-11.8,5.3,-2.0,-1.7,-0.3,-4.2
Cn1cccc1Cc1nnc(SCC(=O)Nc2ccc(Cl)cc2)n1-c1ccc(F)cc1,4.4,-0.5,-0.5,-9.7,2.4,-2.0,-11.8,3.0,-1.9,10.8
CC(C)(C)C(=O)Nc1ccc(N2CCN(C(=O)c3cccs3)CC2)cc1,7.1,0.5,-11.7,x,10.2,x,2.1,x,-11.7,x
CCOC(=O)C1=NOC2COC3(CCN(c4ncccn4)CC3)OCC12 (centres undefined),5.0,-0.9,-4.6,6.7,10.6,1.4,-0.7,-1.4,-6.6,2.5
CN(CC(=O)Nc1ccccc1Br)CC(=O)NC(c1ccccc1)c1ccccc1,-3.8,2.8,0.2,x,7.5,x,-0.1,x,4.6,1.2
CC(CCc1ccccc1)NCc1ccc(Cl)cc1Cl (centres undefined),-10.3,1.9,12.4,-8.4,22.3,8.1,-4.9,2.5,-11.6,-38.5
CC(C)(C)S(=O)N1Cc2cc(C(=O)NCC(F)(F)F)nc(-c3cccc(-c4cccc(F)c4)c3)c2[C@@H]1CCO (some centres undefined),x,0.7,7.1,x,7.6,x,12.4,x,0.7,x
CCOC(=O)C1=C(C)NC(=O)NC1C1CC=CCC1 (centres undefined),3.8,-0.8,-6.2,-0.5,-19.3,-1.4,1.4,4.2,3.5,-1.8
Cc1cccc(NCc2nc(-c3ccccc3)no2)c1,-2.0,-0.1,-11.4,23.2,8.7,-12.0,-6.0,2.0,-9.3,-51.6
O=C(COC(=O)/C=C/c1ccc2c(c1)OCO2)NC1CCS(=O)(=O)C1 (centres undefined),7.2,-0.9,-4.2,26.3,-10.1,-3.1,-0.4,-6.4,-3.3,-1.5
Cc1cccc(-c2nc(C#N)c(NCc3ccco3)o2)c1,4.8,-0.4,0.1,-0.9,-20.1,-9.6,4.0,8.7,u,3.0
CCOc1cccc(-c2c(C(=O)N/N=C/c3ccsc3)nnn2-c2nonc2N)c1,13.5,-1.6,-1.3,5.5,-3.0,-6.1,2.5,6.6,-7.1,x
COc1cc(N=CC2=C(O)c3ccccc3C2=O)cc(OC)c1,13.9,0.3,-0.5,-16.8,10.0,2.2,-3.3,0.3,0.5,-10.5
CC1(C)C2CCC(CN)C1C2 (centres undefined),0.8,0.1,-1.8,x,-8.2,x,1.7,x,-0.9,x
O=C(COC(=O)c1ccccc1C(=O)c1ccc(Cl)cc1)NCC1CCCO1 (centres undefined),-13.7,0.0,-2.4,12.9,-16.3,-8.7,3.5,8.0,-2.2,1.1
Cc1cc(C(=O)N2CCC2(C)C(=O)NS(=O)(=O)c2cccc(Cl)c2)nn1C (centres undefined),x,0.0,-0.6,x,4.1,x,3.5,x,-2.5,x
CCOC(=O)N1CCN(C(=O)CCCCCn2c(=S)[nH]c3cc4c(cc3c2=O)OCO4)CC1,0.5,0.3,-6.9,1.7,-1.8,7.0,5.0,-0.8,1.5,-10.1
Cc1c([N+](=O)[O-])oc2c1C(=O)NCCC2,3.5,-0.2,-6.4,x,-5.8,x,-16.0,x,5.5,x
CC(C)(C)c1ccc(OCC(=O)NNC(=O)CCc2ccccc2)cc1,3.1,0.9,-0.5,6.8,18.3,1.1,9.2,6.0,-7.5,0.5
O=C(c1ccc([N+](=O)[O-])cc1)N1CCN=C1SCc1ccccc1,7.8,-0.5,-3.1,-7.5,7.8,1.4,-18.0,3.8,-7.2,26.3
CCCCc1nnc(NC(=O)CN2C(=O)C3CCCCC3C2=O)s1 (centres undefined),-4.2,2.6,-3.6,x,-4.8,1.8,-3.1,x,-10.8,-15.5
CC(=O)Nc1ccc(Nc2nnc(-c3ccc(C)c(S(=O)(=O)NCC4CCCO4)c3)c3ccccc23)cc1 (centres undefined),6.0,0.8,-1.0,0.0,16.3,-11.9,-1.6,-0.7,-1.5,-1.0
O=S(=O)(NCc1ccco1)c1cccc(S(=O)(=O)N2CCCCC2)c1,-11.1,0.6,-2.8,8.6,-1.4,0.2,7.0,-10.7,-7.0,8.7
COc1ccc(NC(=O)c2c(NC(=O)CCC(=O)O)sc(-c3ccccc3)c2C)cc1,-5.8,-0.3,-0.3,5.9,-3.6,6.2,7.0,9.2,-3.8,-6.3

# Arranged by count of non-hydrogen atoms (lowest first): part of the list above.
SMILES,MazF activator,BoNT A protease,Anthrax LF inh2,DUSP3 inh,CCHF vOTU inh,Rv3671c inh,PrPC TRFRET,SARS 3CLpro inh,BoNT F protease,PriA SSB inh
O=C(c1ccc([N+](=O)[O-])cc1)N1CCN=C1SCc1ccccc1,7.8,-0.5,-3.1,-7.5,7.8,1.4,-18.0,3.8,-7.2,26.3
O=S(=O)(NCc1ccco1)c1cccc(S(=O)(=O)N2CCCCC2)c1,-11.1,0.6,-2.8,8.6,-1.4,0.2,7.0,-10.7,-7.0,8.7
CCOC(=O)C1=NOC2COC3(CCN(c4ncccn4)CC3)OCC12 (centres undefined),5.0,-0.9,-4.6,6.7,10.6,1.4,-0.7,-1.4,-6.6,2.5
Cn1cccc1Cc1nnc(SCC(=O)Nc2ccc(Cl)cc2)n1-c1ccc(F)cc1,4.4,-0.5,-0.5,-9.7,2.4,-2.0,-11.8,3.0,-1.9,10.8

# Next records follow.
SMILES,MazF activator,BoNT A protease,Anthrax LF inh2,DUSP3 inh,CCHF vOTU inh,Rv3671c inh,PrPC TRFRET,SARS 3CLpro inh,BoNT F protease,PriA SSB inh
COc1ccc(C=O)cc1Oc1nc(Cl)ncc1F,6.2,0.6,-1.5,9.1,-10.8,5.8,1.4,3.8,1.8,-9.9
Cc1nnc(SCC(=O)NC(=O)Nc2ccc3c(c2)OCCO3)s1,5.3,-0.3,-8.4,-28.2,-7.6,-2.9,10.3,1.6,1.3,1.5
COc1ccccc1NC(=O)CSCC(N)=O,5.7,0.3,-1.5,-0.2,-16.4,2.4,-2.4,-2.8,-2.1,-12.8
CCOc1ccc(CNS(=O)(=O)c2cccs2)cc1OCC,-5.2,2.0,-0.4,13.6,-4.5,-2.3,5.8,6.4,3.7,2.3
CCCCCCNC(=O)c1ccc(Br)o1,7.5,0.2,-4.2,0.2,1.5,-14.3,-3.8,-5.3,-3.9,-26.4
CCN1C(=O)C2(Nc3ccccc3-c3nc4ccccc4n32)c2cc(OC)ccc21 (centres undefined),5.2,0.9,-3.0,36.1,2.4,-0.2,-2.9,-2.4,-5.4,-12.4
O=C(O)Cc1c(-c2ccccc2Cl)c2cc(Br)ccc2[nH]c1=O,-4.8,-0.2,-3.3,9.1,22.1,-14.3,14.0,6.5,5.5,-8.8
Cc1cccc(CNCc2ccccc2)c1,-1.4,-0.5,-1.5,5.7,-8.5,-7.9,6.9,-1.0,-6.0,5.8
CCOC(=O)c1c(NS(=O)(=O)Cc2ccccc2)sc2c1CCCC2,-2.9,-0.2,2.6,12.5,11.4,-5.0,1.7,-0.2,-0.1,-12.3
CCN1CCN(CC(=O)Nc2ccc3c(c2)OCCO3)C(=O)C1=O,-10.3,0.3,1.3,-0.2,0.1,-0.3,0.3,-0.6,-0.3,-21.0&-6.8
